High-throughput results: PubChem BioAssay, several laboratories
TLR9-MyD88 inh – inhibitors of human TLR9-MyD88 binding; actives 0.21% (n = 340,000); inhibition, % at 4.98 µM; CHO BLA complementation TLR9-MyD88, CCF4 FRET ratio;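 active means inhibition above the mean over all tested compounds plus 3 SD, cut at about 21% in these data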;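 further: 0% = DMSO only wells and 100% = clavulanate BLA inhibitor control wells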
LMP1 NFkB inh – reduces LMP1-driven NF-kappaB luciferase signal. LMP1-induced NF-kappaB luciferase reporter cells, luminescence. inhibition, % at 12.5 µM. actives 0.69% (n = 350,000); in the data active means inhibition above about 41%; inconclusive means no clear call, values can overlap the other calls;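 further: 0% = neutral control wells and 100% = reference inhibitor control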
LRH-1 inv ag – inverse agonists of human LRH-1 (NR5A2). O00482. HEK293T StAR-luciferase reporter, LRH-1 transfected, 24 h. inhibition, % at 3.6 µM. actives 0.13% (n = 360,000). AID 602396;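 active means inhibition above the mean inhibition of all tested compounds plus 3 SD, cut at about 73% in these data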;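 further: 0% = DMSO wells and 100% = reporter-only cells lacking LRH-1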
NCOA1 inh – human NCOA1 inhibition; Q15788; HEK293 GAL4-SRC1 luciferase reporter, luminescence; inhibition, % at 3.6 µM; actives 0.12% (n = 360,000); AID 588354;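 active means inhibition above the campaign mean plus 3 SD, with each screening campaign given its own cutoff, cut at about 60% in these data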;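 further: 0% = DMSO treated cells and 100% = gossypol at 36 µM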
Target sequence (Q15788 whole entry, looked up, the tested form may be a part): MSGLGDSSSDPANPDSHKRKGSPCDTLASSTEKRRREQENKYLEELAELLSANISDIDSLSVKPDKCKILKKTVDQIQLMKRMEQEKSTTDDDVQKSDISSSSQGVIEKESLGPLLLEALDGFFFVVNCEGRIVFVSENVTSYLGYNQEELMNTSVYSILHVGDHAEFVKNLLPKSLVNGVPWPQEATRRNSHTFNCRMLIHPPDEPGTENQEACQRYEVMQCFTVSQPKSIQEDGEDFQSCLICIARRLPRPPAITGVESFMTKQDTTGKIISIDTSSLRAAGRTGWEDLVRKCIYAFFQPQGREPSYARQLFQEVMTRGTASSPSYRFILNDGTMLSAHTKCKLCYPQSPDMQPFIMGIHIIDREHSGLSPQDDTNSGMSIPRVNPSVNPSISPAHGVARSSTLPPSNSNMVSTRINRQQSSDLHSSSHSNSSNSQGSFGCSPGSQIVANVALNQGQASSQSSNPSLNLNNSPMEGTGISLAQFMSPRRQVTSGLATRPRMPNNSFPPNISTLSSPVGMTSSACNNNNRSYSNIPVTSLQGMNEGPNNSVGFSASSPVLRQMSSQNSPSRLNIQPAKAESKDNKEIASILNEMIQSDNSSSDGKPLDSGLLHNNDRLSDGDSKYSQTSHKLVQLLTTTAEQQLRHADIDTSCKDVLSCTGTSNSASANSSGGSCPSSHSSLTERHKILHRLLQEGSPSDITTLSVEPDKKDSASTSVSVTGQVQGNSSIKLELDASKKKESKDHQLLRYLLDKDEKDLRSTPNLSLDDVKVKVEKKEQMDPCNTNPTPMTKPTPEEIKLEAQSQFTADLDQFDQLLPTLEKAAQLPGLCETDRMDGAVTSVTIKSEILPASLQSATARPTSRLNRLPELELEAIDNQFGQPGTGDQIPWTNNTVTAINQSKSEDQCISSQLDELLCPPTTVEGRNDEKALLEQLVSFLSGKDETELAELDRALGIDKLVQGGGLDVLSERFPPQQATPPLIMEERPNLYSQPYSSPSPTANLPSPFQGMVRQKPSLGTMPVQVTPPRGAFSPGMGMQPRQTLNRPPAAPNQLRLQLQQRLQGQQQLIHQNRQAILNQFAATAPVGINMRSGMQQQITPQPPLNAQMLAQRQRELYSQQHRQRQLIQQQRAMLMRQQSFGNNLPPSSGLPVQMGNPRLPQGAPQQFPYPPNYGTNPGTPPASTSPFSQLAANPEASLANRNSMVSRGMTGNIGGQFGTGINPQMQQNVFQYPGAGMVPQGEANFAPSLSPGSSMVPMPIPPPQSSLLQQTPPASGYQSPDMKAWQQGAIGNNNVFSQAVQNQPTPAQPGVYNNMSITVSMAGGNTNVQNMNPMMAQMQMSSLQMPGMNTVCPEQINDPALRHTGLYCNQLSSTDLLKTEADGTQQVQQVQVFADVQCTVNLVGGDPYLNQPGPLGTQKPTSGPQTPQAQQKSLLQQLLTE
Vif inh – HIV Vif inhibition; AID 602346; HEK293T cells, Vif self-association by quenched fluorescence, imaging, 24 h; actives 0.35% (n = 340,000); inhibition, % at 7.49 µM; in the data active means inhibition above about 50%, passing the limit was not always enough; inconclusive means no clear call, values can overlap the other calls; inactive means below about 31%; further: some results filed as inactive read as strong as hits
TRAIL sens C8 – sensitizes caspase-8 expressing cells to TRAIL; inhibition (viability loss, TRAIL sensitization), % at 10 µM; NB7+C8 cells + TRAIL, ATPlite viability luminescence; actives 1% (n = 360,000);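 active means compounds causing at least 50% loss of cell viability in the single-dose screen, relative to plate controls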
NR2F2 inh – inhibitors of human COUP-TFII (NR2F2); P24468; HEK293T NGFI-A luciferase reporter, luminescence; inhibition, % at 8.6 µM; actives 0.7% (n = 370,000);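 active means inhibition above a per-plate cutoff, mean inhibition of test wells between control levels plus 3 SD, cut at about 38% in these data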;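 further: cells cotransfected with COUP-TFII expression vector driving the NGFI-A reporter; 0% = median of COUP-TF2 test wells and 100% = reporter-only cells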
NOD2-RIPK2 inh – blocks binding of human NOD2 to RIPK2; O43353; CHO BLA complementation NOD2-RIPK2, CCF4 ratio; inhibition, % at 4.98 µM; actives 0.38% (n = 360,000); AID 624267; in the data active means inhibition above about 21%;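 further: 0% = vehicle only and 100% = reference blocker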
TROY NFkB inh – inhibitors of TROY-dependent NF-kB signaling | AID 1347056 | actives 0.98% (n = 360,000) | inhibition, % at 10 µM | Q293 LMP1-TROYcd NF-kB luciferase reporter, 4 h;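 active means compounds whose plate-normalised and pattern-corrected inhibition of the luciferase reporter signal at the single screening dose is 50% or more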
NCOA2 inhibitor – human SRC2 (NCOA2) inhibition. HEK293 GAL4-SRC2 luciferase reporter, luminescence. inhibition, % at 9 µM. actives 0.17% (n = 370,000);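 active means inhibition above the mean inhibition of all tested compounds plus 3 SD, set per campaign, cut at about 52% in these data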;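 further: 0% = DMSO treated cells and 100% = cells given Gossypol at 36 µM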
SRC3 inh – inhibitors of human steroid receptor coactivator 3 (SRC3); AID 588352; Q9Y6Q9; actives 0.17% (n = 360,000); inhibition, % at 3.6 µM; HEK293 GAL4-SRC3 luciferase reporter, luminescence;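 active means inhibition above a per-campaign cutoff, the mean of all compounds plus 3 SD, cut at about 60% in these data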;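 further: 0% = DMSO-treated cells and 100% = gossypol-treated cells at 36 µM; higher means less SRC3-driven luciferase light from the GAL4 reporter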
The depositor's hits bear a star; ? = inconclusive; · = no result given.

Molecule	TLR9-MyD88 inh	LMP1 NFkB inh	LRH-1 inv ag	NCOA1 inh	Vif inh	TRAIL sens C8	NR2F2 inh	NOD2-RIPK2 inh	TROY NFkB inh	NCOA2 inhibitor	SRC3 inh
COC(=O)C[C@@H]1CC[C@@H](NC(=O)NC2CCCC2)[C@@H](CO)O1	·	·	6	·	·	-10	-18	-1	·	-2	·
CCCOc1ccc(C(=O)Nc2ccc(NC(=O)c3cccs3)cc2)cc1	2	-11	-14	-27	-13	-2	-13	-2	5	-20	1
CCc1noc(C)c1C(=O)N1CCN(S(=O)(=O)c2ccc(Cl)s2)CC1	-5	2	-16	-7	2	-1	11	-1	1	-11	14
COc1cc(CNCCO)cc(Br)c1OCc1cccs1	6	-4	-12	-15	1	-15	-5	7	-6	7	17
COc1ccc(/C=C2\CCOC2=O)cc1	4	0	13	-2	3	-2	-14	-6	-15	-1	-11
COc1cc(N2C(=O)CSC2=S)cc(OC)c1OC	-1	3	-4	14	?	-4	1	-5	33	-21	22
CN(CCO)C(=O)CCC(=O)Nc1ccc(S(N)(=O)=O)cc1	-8	-2	-8	6	-7	-11	15	1	-3	22	11
CC1(C)CC(=O)N(CC(=O)O)c2ccccc2S1	3	6	12	8	4	5	-10	-3	-3	-38	-4
CN1CCc2c(sc3c2C(=O)NC(c2ccccc2)N3)C1 (centres undefined)	2	10	-3	0	2	0	-22	-8	-2	-13	6
O=C(Nc1ccc(N2CCCCCC2)cc1)c1cccc(S(=O)(=O)N2CCOCC2)c1	-4	-1	-13	-2	-3	28	46*	-8	8	11	22
Nc1c(Br)cc2oc(-c3ccccc3)nc2c1Br	-14	-44	-56	-105	-14	17	-7	5	-60	-54	-99
COCCN(CCOC)S(=O)(=O)c1ccc(Cl)nc1	7	-2	14	2	·	21	26	1	-2	-17	27
CN(Cc1ccccc1)S(=O)(=O)c1ccc(Cl)c(C(=O)OCC(=O)NC2CCS(=O)(=O)C2)c1 (centres undefined)	-6	-4	8	-4	-4	-7	5	-3	5	-43	0
N#Cc1cnn2c(C(F)(F)F)c3c(nc12)CCCC3	6	7	-10	2	10	-1	2	-18	-8	-19	-4
CCOC(=O)c1cc(-c2ccco2)nn1-c1ccc(C)cc1	4	3	5	-12	-1	-7	-1	-3	-21	11	14
O=C(O)CC(NS(=O)(=O)c1ccc(Br)cc1)c1ccco1 (centres undefined)	-17	0	-7	-15	·	-19	18	-7	-43	1	-20
COCCn1cnnc1SCC(=O)Nc1ccc(Br)cc1F	2	-3	14	4	?	7	14	-10	-6	-25	3
OC(c1ccc(F)cc1)c1ncc(-c2ccccc2F)[nH]1 (centres undefined)	·	·	-32	-38	·	-2	-22	-3	-46	-81	-61
Cc1ccc(C(=O)CCC(=O)OCc2nnc(-c3ccccc3)o2)cc1	-7	-1	-1	15	·	-6	0	4	-39	-37	-19
Cc1ccc(Cn2ccc(NC(=O)c3cc(-c4ccco4)on3)n2)cc1	3	4	-10	-18	2	-6	18	6	4	-19	-9
O=C(NCCN1C(=O)S/C(=C\c2ccc(Cl)c([N+](=O)[O-])c2)C1=O)C1=COCCO1	24*	2	3	-4	-5	55*	1	39*	57*	-22	-18
COc1cc(/C=N/NC(=O)C2COc3ccccc3O2)ccc1O (centres undefined)	3	1	5	-20	0	-16	-2	-4	13	-17	8
N#CCCN(C(=O)COC(=O)CCN=C1NS(=O)(=O)c2ccccc21)c1ccc(F)cc1	5	-2	-9	-16	-3	-5	-10	-4	-10	-9	-4
CCOC(=O)[C@]12CCCC=C1N(Cc1ccccc1)C(=O)[C@H](CC(=O)NCc1cccs1)C2	·	·	12	·	·	-6	-17	14	·	9	·
Cc1ccc(S(=O)(=O)NC(=O)Nc2nnc(C3CC3)s2)cc1	-4	-5	8	-9	0	0	-2	5	-22	-6	-1
CC(NCCC1(C(C)C)CCOC(C)(C)C1)c1cccs1 (centres undefined)	-4	-6	0	4	4	-8	7	-8	-19	6	-13
CCCS(=O)(=O)NC(=O)C1(C)CCCN(C(=O)c2ccc(C(F)(F)F)nc2C)C1 (centres undefined)	·	·	-1	10	-4	-11	-5	-3	-4	-2	-18
O=C(CCl)c1cc2c3c(c1)CC(=O)N3CCC2	8	-3	12	-16	28	12	6	-9	-5	7	-14
CC(C)Cn1c(N)c(C(=O)COC(=O)CC23CC4CC(CC(C4)C2)C3)c(=O)n(C)c1=O	-5	13	40	24	-24	9	45*	-2	59*	12	-4
Cc1ccc(S(=O)(=O)Cn2nnnc2C(C(C)C)N2CCSCC2)cc1 (centres undefined)	0	0	2	-20	-3	-3	-7	4	-16	-3	-11
CC1CCCC(NC(=O)c2ccc(COc3ccccc3)o2)C1C (centres undefined)	4	5	-2	9	0	-12	11	1	10	-10	13
Oc1ccc2ccccc2c1N=Nc1ccc(F)cc1	-3	2	4	-16	-4	19	-13	1	-42	3	-9
Cc1ccnc(NC(=O)c2ccc(Cl)c(S(=O)(=O)N3CCCC3)c2)c1	-1	-4	-61	-32	-7	20	-26	0	-22	-34	-40
N#Cc1cccc(C(=O)C(=O)N2CCN(C(=O)OCc3ccccc3)CC2)c1	·	·	-1	·	·	-10	4	-8	·	14	·
CCCCCN(C(=O)CCC(=O)OCCOc1ccc(OC)cc1)c1c(N)n(CCCC)c(=O)[nH]c1=O	-3	7	10	-12	-1	1	·	-7	-8	·	-26
CCC(NC(=O)c1ccc([N+](=O)[O-])cc1[N+](=O)[O-])c1ccccc1 (centres undefined)	11	-12	10	16	10	-6	-8	-12	-2	-28	17
COc1ccc(OC)c(C(=O)COC(=O)c2ccc([N+](=O)[O-])o2)c1	-9	-7	29	-3	-9	4	-4	-1	-22	13	9
CC1=C(C(=O)Nc2ccccc2)C(c2ccc(Cl)cc2)n2c(s/c(=C/c3cccc(OCC(=O)O)c3)c2=O)=N1 (centres undefined)	-13	-11	-2	-3	-1	1	-21	5	-8	18	-6
CCc1sc(-c2c(C#N)c(N)nc3c2CCCCCC3)cc1[N+](=O)[O-]	-8	4	5	-12	-3	-2	13	3	-22	20	8
O=C(O)/C=C\C(=O)Nc1ccc(OC(F)F)cc1	14	-9	-6	5	1	5	-10	-5	-18	-20	-1
CC1CCN(Cc2c(C(=O)N/N=C/c3ccccc3O)nnn2-c2nonc2N)CC1	2	32	-7	29	27	1	10	3	-9	8	48
Cc1cc(NC(=O)c2cccc(S(=O)(=O)N3CCCC3)c2)no1	5	-3	-4	11	-3	-4	-4	-11	-17	2	-4
CCOC(=O)/C(C#N)=C/c1cc2ccccc2nc1N1CCCCC1	10	4	14	-8	-14	-3	-6	-4	-7	-5	6
CCOc1cc(/C=N/NC(=O)c2cc(C)n(-c3ccc(F)cc3)c2C)ccc1O	-17	1	-4	5	8	-5	12	-5	48	14	7
CC1(C)c2[nH]c3ccccc3c2C[C@@H]2C(=O)N(Cc3ccc(F)cc3)C(=O)N21	2	-13	0	0	·	7	16	11	12	-2	-7
O=C(O)CCc1ccc(-c2ccc(Cl)cc2)n1CCC(=O)O	4	-3	-7	-8	-5	9	2	3	18	12	-16
CC1=Nc2cc(C(=O)NCCCOC(C)C)ccc2Sc2ccccc21	-3	-19	17	0	-5	21	27	-5	5	3	-8
CNC(=S)NNC(=O)c1cccn(Cc2ccccc2)c1=O	3	-4	-11	-45	-19	-1	-10	10	9	19	18
Fc1nc(F)c(F)c(NCCCNc2c(F)c(F)nc(F)c2F)c1F	7	-3	4	3	-5	5	14	-10	50*	-15	15
Nc1nonc1-n1nnc(C(=O)N/N=C/c2ccncc2)c1CSc1ccc(Cl)cc1	0	2	-25	2	-2	-1	7	-16	30	-1	-1
O=C(O)c1cccc(NC(=O)c2cn(-c3ccccc3)nc2-c2cc3ccccc3o2)c1	-2	-12	5	-9	4	11	-2	1	-26	-35	-10
O=C(CCc1nc2ccccc2c(=O)[nH]1)NNC(=O)c1cccc(Cl)c1	-4	16	-8	-12	1	0	6	-3	0	-8	1
COC(=O)CCC(C)C1CCC2C3C(OC(C)=O)CC4CC(O)CCC4(C)C3CC(O)C12C (centres undefined)	-5	-4	-5	13	1	3	0	8	3	-4	1
COc1ccc(CNC(=O)COC(=O)c2ccc3ccccc3n2)cc1	10	-2	-11	1	-1	-8	7	0	-15	-25	-16
Cc1c(OCC(=O)NCCCN2CCCC2=O)ccc2c3c(c(=O)oc12)CCC3	-5	-4	-13	6	-4	-17	-6	10	1	-18	-13
COc1ccc(/C=N/NC(=O)C2C(C=C(Cl)Cl)C2(C)C)c(OC)c1 (centres undefined)	1	1	13	10	0	-5	23	-5	12	-21	-4
O=c1[nH]nc(SCc2nnc(-c3cccc(Cl)c3)o2)n1C1CCCCC1	9	10	6	-37	-11	-21	6	-16	-18	4	25
CCOC(=O)C1=C(N)OC(C)=C(C#N)C1c1ccco1 (centres undefined)	-8	-6	5	3	-8	-9	3	0	9	-8	16
CC(=O)N1c2c(cc(Br)cc2S(=O)(=O)NCc2ccc3c(c2)OCO3)CC1C (centres undefined)	3	20	16	7	19	8	-5	-6	-2	-13	5
Cc1csc2c(SCC(=O)NNC(=O)C(Cl)Cl)ncnc12	·	0	2	-55	6	-6	-5	-6	-19	-3	10

The list goes on.
Molecule	TLR9-MyD88 inh	LMP1 NFkB inh	LRH-1 inv ag	NCOA1 inh	Vif inh	TRAIL sens C8	NR2F2 inh	NOD2-RIPK2 inh	TROY NFkB inh	NCOA2 inhibitor	SRC3 inh
CCOc1cc(Br)c(C=O)cc1OCC	4	-3	12	1	19	-2	-9	1	20	1	-8
O=C(CSc1ncnc2c1oc1ccccc12)NCc1ccco1	2	-23	2	-14	-3	-16	1	6	9	-9	-14
Oc1ccc(Cl)cc1C=NCCc1ccccc1	4	-9	-18	-28	5	6	-7	-5	-37	5	-3
Cc1ncc(S(=O)(=O)c2ccc(Cl)cc2)c(N)n1	-1	-2	9	13	-4	11	21	2	-6	-7	8
CCN(CC)C(=O)C1CCCN(C(=O)Nc2ccc(NC(=O)N3CCCC(C(=O)N(CC)CC)C3)cc2)C1 (centres undefined)	9	5	-19	1	22	-16	-2	8	5	-47	-7
Nc1ccccc1C(=O)NN=Cc1cccnc1	·	·	-60	-73	-2	60*	-47	-67	-33	-33	-58
Cc1nc(NCCCN2CCOCC2)c2cnn(-c3ccccc3)c2n1	5	-13	-40	-26	11	-8	-27	-2	-33	-15	-55
COC1CCCCC1Nc1ccc(C)c(C)c1 (centres undefined)	-1	4	-5	6	0	-17	-6	-4	0	-11	19
O=C(O)c1cccc(S(=O)(=O)Nc2ccccc2Cc2ccccc2)c1	-5	2	7	3	-35	8	1	-12	-22	14	-7
O=C1C(=O)c2cccnc2-c2ncccc21	·	·	104*	89*	78*	96*	103*	41*	66*	94*	91*
Cn1c(=O)oc2cc(S(=O)(=O)NCCC(=O)N3CC=C(c4ccccc4)CC3)ccc21	-14	4	5	8	5	-16	1	-1	9	7	10

Not all compounds are listed (hit frequency here may not be typical).
